# Screens: PubChem BioAssay, NCI
# All columns: NCI-60 one-dose screen, growth in % after 48 h at 10 µM unless noted; 100 = growth as untreated, 0 = no growth, -100 = all killed.
# RXF 393: RXF 393 renal cancer cells; 77,000 compounds, 6.9% hits; AID 1794773
# NCI-H522: NCI-H522 lung cancer. 78,000 compounds, 8% hits
# ACHN: ACHN renal cancer; 81,000 compounds, 4.9% hits; AID 1794771
# TK-10: TK-10 renal cancer cells; 81,000 compounds, 3.9% hits; AID 1794769
# UO-31: UO-31 renal cancer; 81,000 compounds, 5.2% hits; AID 1794768
# NCI-H460: NCI-H460 lung cancer; AID 1794736; 82,000 compounds, 6.8% hits
# CAKI-1: CAKI-1 renal cancer; 75,000 compounds, 4.7% hits
# NCI-H322M: NCI-H322M lung cancer. 80,000 compounds, 2.7% hits. AID 1794733
# 786-0: 786-0 renal cancer cells. 81,000 compounds, 5.1% hits
# The depositor's hits bear a star; x = no result given; [ ] = remark or other dose. How the source made its calls: active means growth percent below 10; inactive means the rest. Not a hit list; 11% or so of the library scored in one or more.
(1) COCCn1c(-c2csc(-c3cn(C)c4ccccc34)n2)cc2cccnc21
(2) CC(=O)Nc1cc(F)c2c(c1F)Cc1cc(F)ccc1-2
(3) CC1=NN(c2nc(-c3ccccc3)c(C#N)c(=O)n2C)C(=O)C1N=Nc1ccc(C(=O)O)cc1 (stereo not drawn)
(4) COC(=O)c1ccc(I)c(C)c1
(5) O=C1C=C/C(=C2/C=CC(=O)C3C(=O)C=CC(=O)C23)c2c(O)ccc(O)c21 (stereo not drawn)
assay / compound	1	2	3	4	5
RXF 393	99	118	120	141	x
NCI-H522	58	75	71	x	98
ACHN	85	96	96	106	77
TK-10	78	99	126	109	90
UO-31	79	38	93	138	92
NCI-H460	92	93	112	108	116
CAKI-1	95	73	146	105	106
NCI-H322M	83	98	108	162	103
786-0	77	71	109	105	102

(6) CC1CCC(NC(=O)NS(=O)(=O)c2ccc(C(C)C)cc2)CC1 (stereo not drawn)
(7) COc1ccc(C)cc1NC(=O)SC(C)C
(8) Clc1ccc(/C=N/Nc2nc3ccccc3s2)cc1Cl
(9) COc1ccc(CNc2nc3ccccc3c3c(=O)c4ccccc4sc23)cc1OC
(10) CCOC(=S)Nc1ccc(S(=O)(=O)Nc2ccc(Cl)nn2)cc1
assay / compound	6	7	8	9	10
RXF 393	109	102[100 µM]	120	61	126
NCI-H522	80	89[100 µM]	100	77	92
ACHN	96	100[100 µM]	99	40	102
TK-10	92	128[100 µM]	108	x	101
UO-31	90	83[100 µM]	80	85	89
NCI-H460	108	103[100 µM]	105	63	103
CAKI-1	100	96[100 µM]	95	x	93
NCI-H322M	99	104[100 µM]	107	81	106
786-0	99	102[100 µM]	111	77	110

(11) N[C@@H](Cc1cc(I)c(Oc2ccc(O)c(I)c2)c(I)c1)C(=O)O
(12) O=C(CSCC(=O)N/N=C/c1ccccc1O)N/N=C\c1ccccc1O
(13) Clc1ccc(/C=N/Nc2nc3ccccc3s2)c(Cl)c1
(14) c1ccc2c3c(cc(CNCCNCc4cc5c(c6ccccc46)CCCC5)c2c1)CCCC3
(15) O=Cc1cn(C(=O)c2ccc(Cl)cc2)c2ccccc12
assay / compound	11	12	13	14	15
RXF 393	x	45	114	64	101
NCI-H522	80	x	97	64	98
ACHN	82	12	83	90	98
TK-10	97	24	95	91	107
UO-31	68	7.5*	68	81	73
NCI-H460	116	14	42	91	106
CAKI-1	69	11	82	93	87
NCI-H322M	96	16	93	88	95
786-0	89	5.1*	91	87	101

(16) Cc1ccc(S(=O)(=O)NCCCNc2cc(-c3cn(C(C)(C)C)nc3-c3ccccc3)ccn2)cc1
(17) O=S(=O)(Nc1cc(Cl)ccc1Cl)c1ccc(-c2cnc(C3CC3)o2)cc1
(18) COc1ccc(/C=N/NC(=O)Cn2nc(Cc3ccc(OC)cc3)c3onc(C)c3c2=O)cc1
(19) COc1ccccc1NC(=O)/C=N/O
(20) COc1cc(C2CC(=O)Nc3c2c(C)nn3-c2nc3ccccc3[nH]2)c(OC)c(OC)c1OC (stereo not drawn)
assay / compound	16	17	18	19	20
RXF 393	78	45	2.2*	x	61
NCI-H522	81	0.7*	58	77	33
ACHN	99	34	13	109	87
TK-10	100	60	79	88	12
UO-31	65	50	45	87	62
NCI-H460	87	25	30	105	39
CAKI-1	92	34	-27*	95	44
NCI-H322M	98	59	59	99	95
786-0	71	33	-56*	94	28

# Limited to RXF 393 and TK-10, for 2 of the compounds above:
nr | Structure | RXF 393 | TK-10
16 | Cc1ccc(S(=O)(=O)NCCCNc2cc(-c3cn(C(C)(C)C)nc3-c3ccccc3)ccn2)cc1 | 78 | 100
17 | O=S(=O)(Nc1cc(Cl)ccc1Cl)c1ccc(-c2cnc(C3CC3)o2)cc1 | 45 | 60

# Remaining list, next part:
(21) CCCCC(CC)COC(C)=O (stereo not drawn)
(22) O=C(C1=C(O)C(=O)N(c2nncs2)C1c1cccc(Br)c1)c1cccs1 (stereo not drawn)
(23) CSc1nc(-c2ccco2)c2c(N)[nH]nc2n1
(24) CCCCCCN1CSC(=S)N(CCCCCC)C1
(25) O=[N+]([O-])c1ccc(-c2cn(-c3ccccc3)c(-c3ccccc3)n2)cc1
assay / compound	21	22	23	24	25
RXF 393	117	88	118	106	65
NCI-H522	105	109	79	101	45
ACHN	106	104	101	109	95
TK-10	102	101	105	111	108
UO-31	88	75	88	79	55
NCI-H460	106	127	98	100	35
CAKI-1	97	98	x	81	88
NCI-H322M	98	107	98	115	40
786-0	96	92	93	99	92

(26) CCCc1cc(=O)[nH]c(-n2nc(C)cc2C)n1
(27) COc1ccc(/C=N/NC(=O)c2c(Nc3ccccc3)nn(C)c2N)cc1OCc1ccccc1
(28) O=C(Nc1ccccc1C(=O)N/N=C\c1ccc2c(c1)OCO2)c1ccccc1
(29) O=C(O)c1ccc(NCn2c(=S)sc3ccccc32)cc1
(30) CCOC(=O)C1=C(N)Oc2c(sc3c(C)cccc23)C1c1ccc(OC)cc1 (stereo not drawn)
assay / compound	26	27	28	29	30
RXF 393	87	76	129	123	30
NCI-H522	62	90	93	98	17
ACHN	36	98	96	92	34
TK-10	48	92	146	112	110
UO-31	21	57	70	82	42
NCI-H460	27	103	108	103	22
CAKI-1	30	104	109	92	5.8*
NCI-H322M	26	85	97	131	51
786-0	58	95	111	101	49

(31) OCCC1CCCCN1 (stereo not drawn)
(32) COc1ccc(CN2C(=O)/C(=C\C(=O)c3ccc(OCCN4CCCC4)cc3)c3ccccc32)cc1
(33) O=C(NC1=Nc2ccccc2C(=O)NN1)c1ccccc1
(34) O=C(c1cc(-c2cccnc2)nc2ccccc12)N1CCCCC1
(35) NC(=O)CC1C=CCC1 (stereo not drawn)
assay / compound	31	32	33	34	35
RXF 393	107	65	105	109	111
NCI-H522	105	32	111	94	98
ACHN	106	70	91	100	100
TK-10	103	109	121	120	89
UO-31	79	56	78	90	92
NCI-H460	105	94	98	103	101
CAKI-1	95	x	97	111	99
NCI-H322M	112	98	100	104	108
786-0	104	86	95	100	96

# Structures listed so far containing a halogen:
(2) CC(=O)Nc1cc(F)c2c(c1F)Cc1cc(F)ccc1-2
(4) COC(=O)c1ccc(I)c(C)c1
(8) Clc1ccc(/C=N/Nc2nc3ccccc3s2)cc1Cl
(10) CCOC(=S)Nc1ccc(S(=O)(=O)Nc2ccc(Cl)nn2)cc1
(11) N[C@@H](Cc1cc(I)c(Oc2ccc(O)c(I)c2)c(I)c1)C(=O)O
(13) Clc1ccc(/C=N/Nc2nc3ccccc3s2)c(Cl)c1
(15) O=Cc1cn(C(=O)c2ccc(Cl)cc2)c2ccccc12
assay / compound	2	4	8	10	11	13	15
RXF 393	118	141	120	126	x	114	101
NCI-H522	75	x	100	92	80	97	98
ACHN	96	106	99	102	82	83	98
TK-10	99	109	108	101	97	95	107
UO-31	38	138	80	89	68	68	73
NCI-H460	93	108	105	103	116	42	106
CAKI-1	73	105	95	93	69	82	87
NCI-H322M	98	162	107	106	96	93	95
786-0	71	105	111	110	89	91	101

(17) O=S(=O)(Nc1cc(Cl)ccc1Cl)c1ccc(-c2cnc(C3CC3)o2)cc1
(22) O=C(C1=C(O)C(=O)N(c2nncs2)C1c1cccc(Br)c1)c1cccs1 (stereo not drawn)
assay / compound	17	22
RXF 393	45	88
NCI-H522	0.7*	109
ACHN	34	104
TK-10	60	101
UO-31	50	75
NCI-H460	25	127
CAKI-1	34	98
NCI-H322M	59	107
786-0	33	92

# The results go on:
(36) COc1ccc(/C=N/n2c(CN3CCCCC3)nc3ccccc3c2=O)cc1
(37) Oc1ccc(-c2cc(-c3cn(-c4ccccc4)nc3-c3ccc(O)cc3)[nH]n2)cc1
(38) Nc1ccc(N=Nc2ccc(S(=O)(=O)O)cc2)cc1
(39) C1=CC2(C=C1)OC21CCC2(C=CC3(C2)OC3C2CCCCC2)CC1 (stereo not drawn)
(40) O=C(Nc1ncc(Cc2ccc(Cl)c(Cl)c2)s1)c1cc(Br)cs1
assay / compound	36	37	38	39	40
RXF 393	110	92	112	119	107
NCI-H522	98	100	102	106	84
ACHN	100	88	105	104	94
TK-10	104	130	99	113	108
UO-31	79	69	87	97	80
NCI-H460	101	99	116	103	88
CAKI-1	100	83	96	94	94
NCI-H322M	107	92	89	105	96
786-0	105	107	115	100	103

(41) CCC(O)(C(C)C)C(C)C
(42) O=C(CC1(O)C(=O)Nc2ccc(F)cc21)c1cc2ccccc2oc1=O (stereo not drawn)
(43) CCCCCCCCCCCCCCCCCCOc1ccccc1N
(44) Nc1c2c(c(O)c3c1=C(CO)C=N3)=NCCS2
(45) COc1ccc(-c2nn(-c3ccccc3)cc2/C=C2\SC(=S)N(c3ccc(C)cc3)C2=O)cc1
assay / compound	41	42	43	44	45
RXF 393	105	109	x	x	98
NCI-H522	112	90	3.8*	-46*	89
ACHN	108	103	98	0.7*	91
TK-10	117	160	103	-79*	105
UO-31	98	63	-37*	-86*	77
NCI-H460	107	110	48	-60*	96
CAKI-1	102	86	68	x	82
NCI-H322M	113	101	82	-96*	95
786-0	103	109	25	-83*	101

(46) CCCOC1=C(Cl)C(=O)c2cccc([N+](=O)[O-])c2C1=O
(47) Clc1ccc(-n2c(SCCc3c[nH]c4ccccc34)nnc2-c2ccncc2)cc1
(48) Cc1ccc(NCCN(C)CC(C)O)c2c(=O)c3ccc(Cl)cc3sc12 (stereo not drawn)
(49) O=C(CN1CCN(c2cc3c(cc2F)c(=O)c(C(=O)N/N=C/c2ccccc2)cn3C2CC2)CC1)N/N=C\c1ccccc1
(50) CCCCCCCCCCCCCCn1cc(C=C2C(=O)NC(=S)NC2=O)c2cc(Br)ccc21
assay / compound	46	47	48	49	50
RXF 393	112	68	23	73	x
NCI-H522	71	93	57	77	90
ACHN	91	83	45	72	101
TK-10	88	104	79	89	110
UO-31	80	47	52	53	87
NCI-H460	106	90	0.3*	66	106
CAKI-1	101	79	x	78	91
NCI-H322M	108	95	x	85	106
786-0	108	99	47	90	103

(51) CN1C(=O)C2=C(Nc3ccccc3N(C(=O)C3CCC3)C2c2ccco2)C1(C)C (stereo not drawn)
(52) Clc1ccc(-c2nc(-c3cc4cc(Cl)ccc4o3)cs2)cc1
(53) O=C1NC(=O)/C(=C\c2ccc(OCC(=O)N3C(=O)c4ccccc4S3(=O)=O)cc2)S1
(54) CSc1nc(-c2ccc(F)cc2)c(C#N)c(N2CCOCC2)n1
(55) CC[n+]1ccc2c(c1)C(=O)c1nccc3c1c-2nc1ccccc13
assay / compound	51	52	53	54	55
RXF 393	122	91	122	91	-2.9*
NCI-H522	83	81	97	90	-38*
ACHN	111	99	101	90	6.4*
TK-10	88	137	105	104	19
UO-31	92	85	60	80	15
NCI-H460	118	105	101	102	-82*
CAKI-1	92	x	92	x	25
NCI-H322M	107	88	116	93	-16*
786-0	97	98	94	94	-14*

(56) COC(=O)C1=C(O)CON(c2ccccc2)C1c1ccccc1 (stereo not drawn)
(57) CCN1CCN(C(C(=O)NC(C)(C)C)c2ccc(Cl)cc2)C(=O)c2ccccc2C1=O (stereo not drawn)
(58) CC(C)C[C@H](N)C(=O)N[S@](=O)c1cccc(Cl)c1
(59) CCCCCCCCCCCC(=O)c1ccccc1
(60) CCCCCCCCn1ccc2cc(NC(=O)CN3CCN(c4nc(C)cc(N5CCC(C)CC5)n4)CC3)ccc21
assay / compound	56	57	58	59	60
RXF 393	110	103	122	112	83
NCI-H522	100	79	90	109	69
ACHN	100	99	110	97	92
TK-10	108	111	88	103	103
UO-31	83	79	94	90	45
NCI-H460	107	104	105	143	90
CAKI-1	92	97	102	x	81
NCI-H322M	101	92	101	119	101
786-0	97	102	98	113	83

(61) CCCCCCCCCCCCCCCCCCOc1ccc(CC(=O)NCC[N+]2(C)CCOCC2)cc1
(62) CCOC(=O)Cc1ccc(Cl)cc1
(63) O=c1[nH]nc2c3[nH]cnc3ncn2c1=O
(64) N#CC1=C(N)n2nc(-c3ccncc3)nc2NC1c1cccc2ccccc12 (stereo not drawn)
(65) NNC(=O)C1CCCCN1 (stereo not drawn)
assay / compound	61	62	63	64	65
RXF 393	66	100	x	87	112
NCI-H522	85	108	93	75	x
ACHN	78	95	103	95	98
TK-10	54	105	106	103	92
UO-31	80	85	92	58	79
NCI-H460	82	104	109	100	107
CAKI-1	70	100	103	69	114
NCI-H322M	71	98	104	106	104
786-0	91	106	108	88	103

(66) O=C(CCCCC(=O)N/N=C\c1ccccc1Cl)N/N=C\c1ccccc1Cl
(67) O=C(O)c1ccc[nH]1
(68) Cc1ccc(/C=N/n2c(CN3CCOCC3)nc3ccccc3c2=O)cc1
(69) C=C(C)[C@@H]1CC[C@]2(C)[C@H](CC=C3[C@@H]4C[C@@](C)(CO)CC[C@]4(C)CC[C@]32C)[C@@]1(C)CCCN
(70) O=C(O)c1cccc(Nc2ccc3nnc(-c4ccncc4)n3n2)c1
assay / compound	66	67	68	69	70
RXF 393	72	101	104	113	122
NCI-H522	47	94	92	100	98
ACHN	27	117	100	105	101
TK-10	50	106	105	99	121
UO-31	49	93	86	90	77
NCI-H460	46	104	106	100	102
CAKI-1	x	90	92	90	102
NCI-H322M	98	114	100	103	110
786-0	83	103	100	93	102
